From PubChem
AmpC detergent: qHTS Inhibitors of AmpC Beta-Lactamase (assay with detergent); AmpC hydrolysis of nitrocefin, absorbance 480 nm, 0.01% Triton; 370,000 compounds, 0.041% hits; P00811; AID 485294, 2010; Potency, µM (top dose mostly 114 µM), inactives show at the highest dose activity change, negative = inhibition, usual class: inhibitors;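 further: potency means the concentration at half of the fitted maximal effect; 0% = no-compound wells and -100% = no-enzyme wells; nearly all actives have a fitted effect of over 25% in size; some results filed as inactive show a strong effect at the top dose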
Target sequence (P00811 whole entry, looked up): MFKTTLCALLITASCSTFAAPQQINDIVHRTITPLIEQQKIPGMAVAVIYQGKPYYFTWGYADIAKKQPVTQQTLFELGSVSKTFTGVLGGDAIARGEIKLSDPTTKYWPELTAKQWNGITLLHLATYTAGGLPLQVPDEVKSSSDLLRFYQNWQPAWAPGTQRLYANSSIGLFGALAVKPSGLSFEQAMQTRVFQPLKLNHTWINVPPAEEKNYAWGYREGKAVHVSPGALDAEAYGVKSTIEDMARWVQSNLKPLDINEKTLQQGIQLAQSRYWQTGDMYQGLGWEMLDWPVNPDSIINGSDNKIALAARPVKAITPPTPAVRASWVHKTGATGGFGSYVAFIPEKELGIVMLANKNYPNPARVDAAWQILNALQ
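AmpC (5.3 nM in the dispensed reagent) in 20 mM phosphate pH 7.0 with 0.01% (detergent screen) or 0.0001% Triton X-100 was preincubated with compounds for 15 min at room temperature. Nitrocefin was then added from an 800 uM solution, and hydrolysis was followed at 480 nm.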
HCV inhibitor: qHTS Assay for Inhibitors of Hepatitis C Virus (HCV); Huh7.5.1 HCVcc-Cre infection, luciferase reporter, 44 h; Potency, µM (series often up to 41.8 µM), for the others: top-dose activity change, negative = inhibition, hits mostly inhibitors; 340,000 compounds, 3.4% hits; AID 651820, 2012; further: potency means the concentration at half of the fitted maximal effect
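Infectious HCV cell culture screen: compound-treated cells (1,000/well, pre-plated 4 h) are infected with HCVcc-Cre at roughly 0.5 moi and grown 44 h. Infection is quantified by luciferase signal after 15 min substrate incubation at room temperature.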
Sm TGR inh: qHTS Assay for the Inhibitors of Schistosoma Mansoni Peroxiredoxins. purified TGR, DTNB reduction, TNB absorbance 405 nm. Potency, µM (doses to about 114 µM), for inactives: at the highest dose activity change, negative = inhibition, actives largely listed as inhibitors. 360,000 compounds, 3% hits. AID 485364, 2010; further: potency means the concentration at half of the fitted maximal effect; nearly all actives have a fitted effect of over 60% in size
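Kinetic colorimetric format: TGR-catalysed, NADPH-driven DTNB reduction monitored via TNB absorbance. Enzyme dispensed at 20 nM; compound exposure 15 min at room temperature before reaction start.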
AMA1 RON2 block: qHTS for Inhibitors of AMA1-RON; Towards Development of Antimalarial Drug Lead: Primary Screen; AlphaScreen AMA1-biotinylated RON2 peptide binding; Potency, µM (highest dose often 58.2 µM), inactives show top-dose activity change, negative = inhibition, hits mostly inhibitors; 360,000 compounds, 0.2% hits; AID 720542, 2013;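 further: potency means the concentration at half of the fitted maximal effect; 0% = vehicle wells and -100% = peptide control; nearly all actives have a fitted effect of over 45% in size; some results filed as inactive show a strong effect at the top dose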
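AMA1 (3D7) with his tag at 25 nM final met compounds first, then biotinylated RON2 peptide at 25 nM; detection used donor plus acceptor beads, 10 µg/mL apiece, read by AlphaScreen after 30 min at room temperature.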
HCMV antiviral: qHTS Assay for inhibitors of the human cytomegalovirus (HCMV) | 410,000 compounds, 4.5% hits | AID 1259415, 2018 | activity change, negative = inhibition, % at 57.5 µM | HFF cells, HCMV-luciferase reporter, 72 h; stronger effect = lower value; in the data active means activity change below about -60%; inconclusive means no clear call, values can overlap the other calls; inactive means above about -39%
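Two-dose cell screen: HFF monolayers treated with compounds and infected with luciferase-expressing HCMV at 1 PFU/cell, 72 h at 37C, then lysed for luciferase measurement.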
Giardia FBPA inh: qHTS Assay for Inhibitors of Fructose-1,6-bisphosphate Aldolase from Giardia Lamblia | 290,000 compounds, 0.71% hits | purified Giardia FBPA | Potency, µM (top dose mostly 59.6 µM), inactives show at the highest dose activity, negative = inhibition, most hits filed as inhibitors | A8B2U2 | AID 2451, 2010; further: potency means the concentration at half of the fitted maximal effect; nearly all actives have a fitted effect of over 55% in size
Target sequence (A8B2U2 whole entry, looked up): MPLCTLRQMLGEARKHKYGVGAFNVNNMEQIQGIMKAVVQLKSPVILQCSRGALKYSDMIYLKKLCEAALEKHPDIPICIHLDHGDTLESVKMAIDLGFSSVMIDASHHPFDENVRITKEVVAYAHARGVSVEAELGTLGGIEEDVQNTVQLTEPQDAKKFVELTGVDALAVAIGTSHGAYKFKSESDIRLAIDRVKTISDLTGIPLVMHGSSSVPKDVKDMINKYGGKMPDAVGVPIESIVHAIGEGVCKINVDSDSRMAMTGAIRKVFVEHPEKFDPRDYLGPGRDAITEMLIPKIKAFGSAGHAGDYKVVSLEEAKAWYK
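40 nM FBPA preincubated 10 min at RT with compound (up to 57.5 uM final), then substrate plus GAPDH/TPI/NAD/arsenate coupling and diaphorase/resazurin added. Fluorescence read after 20 min at RT, 525/598 nm.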
Starred values were filed as active, the others as inactive; & = joins results of further samples; [ ] = remark or other dose. Unless noted, the call rests on the fitted dose curve; in most records, active means well fitted curve in the direction sought with a large enough effect; inconclusive means small, poorly fitted or top-dose-only effect, or another doubt; inactive means no such curve, though single readings can be large; an effect the other way counts as inactive or inconclusive. Unless noted, on the % scale 0 is the no-effect control and ±100 the full control effect.

What do the screens show for `COC(=O)CCCC1=CC2=CC(=O)C(C)(OC(=O)c3cccs3)C(=O)C2=CN1CC(C)C` (stereo not given)?
AmpC detergent: 0%; HCV inhibitor: -12%[8.37 µM]; Sm TGR inh: -11%; AMA1 RON2 block: -4%; HCMV antiviral: 0; Giardia FBPA inh: inconclusive

How did O=C(NC(Cc1c[nH]c2ccccc12)C(=O)O)c1cccs1 (stereo not given) do in these assays?
AmpC detergent: 2%; HCV inhibitor: 25%; Sm TGR inh: 3%; AMA1 RON2 block: -15%; HCMV antiviral: -10; Giardia FBPA inh: 17%

How did CCOc1ccccc1NC(=O)Nc1cc(OC)ccc1OC do in these assays?
AmpC detergent: 0%; HCV inhibitor: inconclusive; Sm TGR inh: 12%; AMA1 RON2 block: -9%; HCMV antiviral: 18; Giardia FBPA inh: -6%

Results for CCOC(=O)CSc1nnc(-c2ccco2)n1-c1ccc(C)cc1 ?
AmpC detergent: 2%; HCV inhibitor: 10%; Sm TGR inh: inconclusive; AMA1 RON2 block: 7%; HCMV antiviral: -14; Giardia FBPA inh: 0%

Results for O=C(O)c1cccnc1SCC(=O)N1CCCc2ccccc21 ?
AmpC detergent: 4%; HCV inhibitor: 11%; Sm TGR inh: inconclusive; AMA1 RON2 block: -4%; HCMV antiviral: 0; Giardia FBPA inh: inconclusive

What do the screens show for `COc1ccc(CC(=O)N/N=C/c2cccn2-c2ccc([N+](=O)[O-])cc2)cc1OC`?
AmpC detergent: 5%; HCV inhibitor: inconclusive; Sm TGR inh: -16%; AMA1 RON2 block: inconclusive; HCMV antiviral: 6; Giardia FBPA inh: 5%

How did COc1ccc(C2(c3ccc(OC)cc3)NC(=O)N(CC(=O)NC3(C#N)CCCC3)C2=O)cc1 do in these assays?
AmpC detergent: inconclusive; HCV inhibitor: -12%; Sm TGR inh: 3%; AMA1 RON2 block: 4%; HCMV antiviral: -16

How did FC(F)(F)c1cnc(Oc2ccc(-c3nnco3)cc2)c(Cl)c1 do in these assays?
AmpC detergent: 10%; HCV inhibitor: -4%; Sm TGR inh: 12%; AMA1 RON2 block: 8%; HCMV antiviral: -18; Giardia FBPA inh: 2%

How did Cc1ccc2cc(/C=N/NC(=O)[C@@H]3CCCN3)c(Cl)nc2c1 do in these assays?
AmpC detergent: 3%; HCV inhibitor: -14%; Sm TGR inh: -1%; AMA1 RON2 block: 88%[activator]; HCMV antiviral: 39; Giardia FBPA inh: -6%

Results for C[C@@H](CN1C(=O)C(=O)NC[C@@H]1C)NC(=O)CC12CC3CC(CC(C3)C1)C2 ?
AmpC detergent: inconclusive; HCV inhibitor: 15%; Sm TGR inh: 11%; AMA1 RON2 block: 5%; HCMV antiviral: -3; Giardia FBPA inh: 10%

How did O=c1[nH]c(-c2ccccc2)c(-c2ccccc2)o1 do in these assays?
AmpC detergent: -7%; HCV inhibitor: -1%; Sm TGR inh: 3%; AMA1 RON2 block: 3%; HCMV antiviral: 11; Giardia FBPA inh: -5%

How did COCCCn1c(=N)c(S(=O)(=O)c2ccccc2)cc2c(=O)n3cc(C)ccc3nc21 do in these assays?
AmpC detergent: 9%; Sm TGR inh: 7%; HCMV antiviral: 3

How did CN1C(=O)/C(=C/c2cn(CC(=O)N3CCCCC3)c3ccccc23)NC1=S do in these assays?
AmpC detergent: inconclusive; HCV inhibitor: inconclusive; Sm TGR inh: -35%; AMA1 RON2 block: 9%; HCMV antiviral: -16

Results for NC(=O)c1c(NC(=O)c2ccncc2)sc2c1CCCCCC2 ?
AmpC detergent: -8%; HCV inhibitor: inconclusive; Sm TGR inh: -2%; AMA1 RON2 block: -8%; HCMV antiviral: -16; Giardia FBPA inh: 9%

What do the screens show for `O=C(CN1CCN(c2ccc(F)cc2)CC1)Nc1ccc(-n2cnnn2)cc1`?
AmpC detergent: 1%; HCV inhibitor: 7%; Sm TGR inh: -3%; AMA1 RON2 block: 1%; HCMV antiviral: 35; Giardia FBPA inh: 9%

Results for CCC(=NCCCn1ccnc1)c1c(O)n(-c2ccccc2)c(=O)[nH]c1=O ?
AmpC detergent: 9%; HCV inhibitor: 25%; Sm TGR inh: 7%; AMA1 RON2 block: -17%; HCMV antiviral: 4; Giardia FBPA inh: 2%

How did Cc1nc(C)c(/C(O)=C/c2nc3ccc([N+](=O)[O-])cc3oc2=O)o1 do in these assays?
AmpC detergent: 10%; Sm TGR inh: -5%; Giardia FBPA inh: 13µM*

How did c1cc(CNCC2CCCO2)ccn1 (stereo not given) do in these assays?
AmpC detergent: 1%; HCV inhibitor: 13%; Sm TGR inh: 16%; AMA1 RON2 block: 36%[activator]; HCMV antiviral: 10; Giardia FBPA inh: 9%

Results for COC(=O)c1sc(NC(=O)CSc2nnnn2-c2ccc(C)cc2C)nc1C ?
AmpC detergent: inconclusive; HCV inhibitor: 8%; Sm TGR inh: 0%; AMA1 RON2 block: 5%; HCMV antiviral: -14; Giardia FBPA inh: 1%

How did COc1nc(N/N=C/c2ccc(-c3ccccc3[N+](=O)[O-])o2)nc(N2CCOCC2)n1 do in these assays?
AmpC detergent: -1%; HCV inhibitor: 11µM*; Sm TGR inh: -29%; AMA1 RON2 block: 20%; HCMV antiviral: 55; Giardia FBPA inh: 4.5µM*

Results for O=C(c1ccco1)N1CCN(S(=O)(=O)c2cccc(Cl)c2)CC1 ?
AmpC detergent: inconclusive; HCV inhibitor: 16%; Sm TGR inh: -4%; AMA1 RON2 block: -12%; HCMV antiviral: -2; Giardia FBPA inh: -5%

Results for Nn1c(SCC(=O)Nc2ccc3c(c2)OCO3)nnc1-c1ccc(Cl)cc1 ?
AmpC detergent: 4%; HCV inhibitor: -20%; Sm TGR inh: -28%; AMA1 RON2 block: -3%; HCMV antiviral: 57; Giardia FBPA inh: 8%

How did O=C(CSc1nnc(Cc2ccccc2)o1)N1CCc2ccccc21 do in these assays?
AmpC detergent: inconclusive; HCV inhibitor: -18%; Sm TGR inh: -1%; AMA1 RON2 block: 9%; HCMV antiviral: 12; Giardia FBPA inh: -1%

Results for Cc1ccc(NC(=O)CSc2nnnn2-c2cccnc2)c(C)c1 ?
AmpC detergent: -5%; HCV inhibitor: 15%; Sm TGR inh: -2%; AMA1 RON2 block: -13%; HCMV antiviral: -23; Giardia FBPA inh: -5%

What do the screens show for `Cn1c(NC(=O)C2CCCC2)cc(=O)n(C)c1=O`?
AmpC detergent: -8%; HCV inhibitor: -4%; Sm TGR inh: 22%; AMA1 RON2 block: 2%; HCMV antiviral: 4; Giardia FBPA inh: 5%

Results for Cc1nn(-c2ccccc2)c(OC(=O)c2cccs2)c1S(=O)(=O)c1ccc([N+](=O)[O-])cc1 ?
AmpC detergent: 4%; HCV inhibitor: 14%; Sm TGR inh: inconclusive; AMA1 RON2 block: -27%; HCMV antiviral: 93; Giardia FBPA inh: 29%

What do the screens show for `Cc1ccc2nc(NC(=O)CSc3nc4ccccc4o3)sc2c1`?
AmpC detergent: inconclusive; HCV inhibitor: -24%; Sm TGR inh: 2%; AMA1 RON2 block: 19%; HCMV antiviral: 53; Giardia FBPA inh: 0%

Results for CCOC(=O)Nc1sc(NS(=O)(=O)c2ccc(C)cc2)nc1C ?
AmpC detergent: -9%; HCV inhibitor: 8%; Sm TGR inh: inconclusive; AMA1 RON2 block: 8%; HCMV antiviral: 0; Giardia FBPA inh: -8%

How did Cc1csc2ncnc(N3CCN(S(=O)(=O)c4cccc(C(F)(F)F)c4)CC3)c12 do in these assays?
AmpC detergent: -14%; Sm TGR inh: 1%; AMA1 RON2 block: 9%; HCMV antiviral: -92*

How did COc1ccc(Cc2nc3ccc(C(=O)NCCn4ccnc4C)cc3o2)cc1OC do in these assays?
AmpC detergent: inconclusive; HCV inhibitor: -7%; Sm TGR inh: 0%; AMA1 RON2 block: -13%; HCMV antiviral: 3; Giardia FBPA inh: -8%

How did COc1ccc(-c2csc(NS(=O)(=O)c3ccc([N+](=O)[O-])cc3)n2)cc1 do in these assays?
AmpC detergent: -5%; HCV inhibitor: -13%; Sm TGR inh: -11%; AMA1 RON2 block: -9%; HCMV antiviral: -25; Giardia FBPA inh: 8%

Results for c1ccc(CCn2nnnc2CN2CCCc3ccccc32)cc1 ?
AmpC detergent: -13%; HCV inhibitor: -1%; Sm TGR inh: -36%; AMA1 RON2 block: 6%; HCMV antiviral: -19; Giardia FBPA inh: -11%

What do the screens show for `Cn1ccnc1SCC(=O)Nc1ccccc1`?
AmpC detergent: inconclusive; HCV inhibitor: 6%; Sm TGR inh: -10%; AMA1 RON2 block: 20%; HCMV antiviral: -8; Giardia FBPA inh: -7%

Results for O=C(NCc1ccc(Cl)cc1)c1cc(S(=O)(=O)N2CCCCC2)c[nH]1 ?
AmpC detergent: 1%&0%; HCV inhibitor: -7%; Sm TGR inh: 6%&3%; AMA1 RON2 block: 0%; HCMV antiviral: 1&4; Giardia FBPA inh: -4%

Results for Fc1ccc(-c2cc(-c3ccc(F)cc3)c3c(n2)-c2cc(F)ccc2OC3)cc1 ?
AmpC detergent: -1%; Sm TGR inh: -11%; HCMV antiviral: 12

How did FC(F)C(F)(F)C(F)(F)C(F)(F)c1cc(-c2ccccc2)n[nH]1 do in these assays?
AmpC detergent: 1%; HCV inhibitor: -17%; Sm TGR inh: 5%; AMA1 RON2 block: 3%; HCMV antiviral: -31; Giardia FBPA inh: -5%

What do the screens show for `COc1cccc(N2CC(NC(=O)C(c3ccccc3)c3ccccc3)CC2=O)c1` (stereo not given)?
AmpC detergent: 4%; Sm TGR inh: 2%; HCMV antiviral: -23

Retrieved by compound from above:
Results for O=C(NCc1ccc(Cl)cc1)c1cc(S(=O)(=O)N2CCCCC2)c[nH]1 ?
AmpC detergent: 1%&0%; HCV inhibitor: -7%; Sm TGR inh: 6%&3%; AMA1 RON2 block: 0%; HCMV antiviral: 1&4; Giardia FBPA inh: -4%

What do the screens show for `COc1ccc(CC(=O)N/N=C/c2cccn2-c2ccc([N+](=O)[O-])cc2)cc1OC`?
AmpC detergent: 5%; HCV inhibitor: inconclusive; Sm TGR inh: -16%; AMA1 RON2 block: inconclusive; HCMV antiviral: 6; Giardia FBPA inh: 5%

How did FC(F)C(F)(F)C(F)(F)C(F)(F)c1cc(-c2ccccc2)n[nH]1 do in these assays?
AmpC detergent: 1%; HCV inhibitor: -17%; Sm TGR inh: 5%; AMA1 RON2 block: 3%; HCMV antiviral: -31; Giardia FBPA inh: -5%

Gathered by group, the entries above with a CF3 group
How did FC(F)(F)c1cnc(Oc2ccc(-c3nnco3)cc2)c(Cl)c1 do in these assays?
AmpC detergent: 10%; HCV inhibitor: -4%; Sm TGR inh: 12%; AMA1 RON2 block: 8%; HCMV antiviral: -18; Giardia FBPA inh: 2%

How did Cc1csc2ncnc(N3CCN(S(=O)(=O)c4cccc(C(F)(F)F)c4)CC3)c12 do in these assays?
AmpC detergent: -14%; Sm TGR inh: 1%; AMA1 RON2 block: 9%; HCMV antiviral: -92*
